M5 antag = human M5 muscarinic receptor antagonists, primary screen, CHO cells, Fluo-8 calcium fluorescence; Muscarinic acetylcholine receptor M5 (Homo sapiens), P08912; CHO-hM5 cells, ACh EC80; inhibition, % at 3 µM; 360,000 tested, 0.59% active;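 active = inhibition above a per-plate cutoff, the mean of that plate's test compounds plus 3 SD, cut at about 27% in these data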;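 also: 0% = acetylcholine EC80 with DMSO and 100% = DMSO without agonist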
Target sequence (P08912 whole entry, looked up): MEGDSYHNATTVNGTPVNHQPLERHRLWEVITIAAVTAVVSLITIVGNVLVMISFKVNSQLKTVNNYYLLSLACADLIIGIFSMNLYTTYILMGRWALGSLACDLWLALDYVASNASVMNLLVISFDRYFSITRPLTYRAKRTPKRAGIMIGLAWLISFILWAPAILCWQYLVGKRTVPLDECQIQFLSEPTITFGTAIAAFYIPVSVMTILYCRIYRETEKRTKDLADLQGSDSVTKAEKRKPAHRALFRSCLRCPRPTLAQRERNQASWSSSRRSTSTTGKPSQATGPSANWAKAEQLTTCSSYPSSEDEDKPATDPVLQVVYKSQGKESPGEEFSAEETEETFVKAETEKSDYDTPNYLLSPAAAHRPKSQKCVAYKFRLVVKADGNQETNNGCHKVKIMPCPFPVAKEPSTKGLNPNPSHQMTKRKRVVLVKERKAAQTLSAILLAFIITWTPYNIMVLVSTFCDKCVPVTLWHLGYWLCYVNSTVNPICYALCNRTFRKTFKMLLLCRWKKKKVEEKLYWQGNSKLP
CHO-K1 Ca antag = nonselective inhibitor or artifact in parental CHO-K1 cells; ATP-induced calcium, Fluo-8 fluorescence; inhibition, % at 3 µM; 360,000 tested, 0.6% active;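 active = inhibition above a per-plate cutoff, the plate's mean sample inhibition plus 3 SD, cut at about 24% in these data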;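 also: 0% = DMSO plus EC80 ATP and 100% = DMSO alone without ATP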
M5 PAM = human M5 muscarinic receptor positive allosteric modulators, primary screen, CHO-K1 cells, Fluo-8 calcium fluorescence | Muscarinic acetylcholine receptor M5 (Homo sapiens), P08912 | CHO-K1 hM5, ACh EC20 PAM; 0% = ACh EC20, 100% = ACh EC100 | activation, % at 3 µM | 360,000 tested, 0.3% active | AID 624038, 2012;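 active = activation above the run cutoff, the mean activation of all test compounds plus 3 SD, cut at about 18% in these data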
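Assay system: CHO-K1 hM5 cells. Also added: acetylcholine at EC20 concentration, added after compound. Dosing: 3 µM, single dose. Times: compound preincubation 140 s before EC20 acetylcholine addition. Signal: Fluo-8 calcium fluorescence. Measure: % activation relative to EC20 and EC100 ACh responses. Repeats: singlicate, one well per test compound.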
M4 antag = human M4 muscarinic receptor antagonists, primary screen, CHO cells, Fluo-8 calcium fluorescence; Muscarinic acetylcholine receptor M4 (Homo sapiens), P08173; CHO-hM4 cells, ACh EC80; inhibition, % at 3 µM; 360,000 tested, 0.73% active;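 active = inhibition above its plate's cutoff, the mean inhibition of sample wells plus 3 SD, cut at about 27% in these data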;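 also: 0% = acetylcholine EC80 with DMSO and 100% = DMSO without agonist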
Target sequence (P08173 whole entry, looked up): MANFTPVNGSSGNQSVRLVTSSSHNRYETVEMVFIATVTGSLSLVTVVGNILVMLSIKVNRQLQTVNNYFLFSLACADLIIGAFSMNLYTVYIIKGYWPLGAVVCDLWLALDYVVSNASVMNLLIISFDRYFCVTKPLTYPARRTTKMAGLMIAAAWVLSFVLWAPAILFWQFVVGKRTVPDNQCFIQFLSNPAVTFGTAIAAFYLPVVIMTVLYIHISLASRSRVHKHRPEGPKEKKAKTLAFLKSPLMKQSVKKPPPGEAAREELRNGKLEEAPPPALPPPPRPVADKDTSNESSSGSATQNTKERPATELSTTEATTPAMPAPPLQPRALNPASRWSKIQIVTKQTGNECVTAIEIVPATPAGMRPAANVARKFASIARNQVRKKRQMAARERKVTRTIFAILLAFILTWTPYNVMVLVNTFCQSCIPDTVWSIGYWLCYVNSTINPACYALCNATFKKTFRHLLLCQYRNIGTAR
M1 ag parental = counter-screen for M1 agonists: effect in parental CHO-K1 cells | Fluo-8 calcium fluorescence; scaled to maximal ATP response, vehicle zero | 360,000 tested, 0.48% active | activation, % at 3 µM | AID 602248, 2012; in the data active = activation above about 15%;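 also: untransfected CHO-K1 host cells lacking M1 receptor as counterscreen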
M5 ag = human M5 muscarinic receptor agonists, primary screen, CHO-K1 cells, Fluo-8 calcium fluorescence; activation, % at 3 µM; 360,000 tested, 0.19% active; CHO-K1 hM5 cells; 0% DMSO wells, 100% maximal acetylcholine response; AID 624037, 2012;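 active = activation above the run's mean over test compounds plus 3 SD, cut at about 23% in these data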;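 also: signal is peak over basal fluorescence ratio across the kinetic read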
M1 PAM parental = nonselective calcium activators in parental CHO-K1 cells, primary screen, counter-screen for M1 PAM project, cell-based, Fluo-8 calcium fluorescence, full deck, 1536-well. 360,000 tested, 0.02% active. activation, % at 3 µM. ATP EC20; 0% at ATP EC20, 100% at ATP max. AID 602247, 2012;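 active = activation above the run cutoff, the mean activation of all test compounds plus 3 SD, cut at about 40% in these data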;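 also: peak over basal fluorescence ratio in a 140 s read after ATP addition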
M4 PAM = human M4 muscarinic receptor positive allosteric modulators, primary screen, CHO-K1 cells, Fluo-8 calcium fluorescence; activation, % at 3 µM; Muscarinic acetylcholine receptor M4 (Homo sapiens), P08173; 360,000 tested, 0.4% active; CHO-K1 hM4/Gqi5, ACh EC20; 0% = ACh EC20, 100% = maximal ACh; AID 624126, 2012;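 active = activation above its plate's cutoff, the mean activation of sample wells plus 3 SD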; also: some results filed as inactive read as strong as hits
M4 ag = human M4 muscarinic receptor agonists, primary screen, CHO-K1 cells, Fluo-8 calcium fluorescence. 360,000 tested, 0.14% active. CHO-K1 hM4/Gqi5; vehicle 0%, full acetylcholine response 100%. activation, % at 3 µM;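 active = activation above the run mean over all test wells plus 3 SD, cut at about 32% in these data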;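 also: peak over basal fluorescence ratio per well then scaled between controls; 0% = DMSO wells and 100% = acetylcholine at EC100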
* = called active by the depositor. Rows were taken by chance (roughly 2.7% active in at least one column).

SMILES | M5 antag | CHO-K1 Ca antag | M5 PAM | M4 antag | M1 ag parental | M5 ag | M1 PAM parental | M4 PAM | M4 ag
COc1cc(CN2CCN(c3ncccn3)CC2)cc(OC)c1 | 0.3 | 3.5 | -2.1 | 0.6 | -0.3 | -2.7 | -7.3 | -7.9 | 0.2
Cc1cc(C(=O)CCl)c(C)n1Cc1ccco1 | 9.1 | -10.0 | 6.3 | 10.1 | 1.8 | -1.1 | 13.1 | -1.4 | 0.1
O=C(NCc1ccc(Cl)cc1)c1ccc(CNc2c(N3CCOCC3)c(=O)c2=O)cc1 | -6.1 | -14.9 | 7.1 | 6.2 | 0.2 | -1.3 | 18.7 | 6.3 | -0.4
COc1ccc2nc(NC(=O)c3ccccc3F)sc2c1 | 7.4 | -6.5 | 2.9 | 8.6 | 1.3 | 6.2 | 13.6 | -0.5 | 1.4
Cc1nc2c(ccc3nc(NC(=O)c4ccc5c(c4)OCCO5)sc32)s1 | 5.3 | -13.7 | -4.8 | 11.4 | 0.4 | 4.0 | 0.9 | -1.0 | 1.4
O=C(/C=C/c1ccccc1)Nc1nnc(-c2ccco2)o1 | 5.1 | -19.7 | 6.2 | -1.5 | 1.5 | 1.4 | -13.3 | 4.7 | 0.9
Nc1c2c(nc3sc4c(c13)CCCCC4)CCCCC2 | 8.3 | 1.7 | -17.9 | 14.3 | 7.9 | 0.4 | 0.6 | -33.9 | 6.5
O=C(CCCCn1c(=O)c2ccccc2n(Cc2ccc(F)cc2)c1=O)NCc1ccco1 | 2.7 | -18.8 | 3.0 | 8.2 | 1.0 | -3.0 | 18.8 | -4.5 | 1.9
O=c1[nH]c(CSc2nnc(-c3ccccc3)n2C2CCCCC2)nc2ccccc12 | -10.2 | -17.6 | 10.1 | -24.0 | -0.2 | -1.6 | -4.5 | 4.9 | 0.6
O=C(NC(=S)N1CCCC(O)C1)c1ccco1 (centres undefined) | 14.8 | -14.2 | 0.3 | 11.5 | 1.1 | 1.7 | 6.3 | -3.5 | -0.1
Cn1c(Cn2c(=O)sc3ccccc32)nnc1SCc1ccc(F)cc1 | 2.9 | 7.3 | -0.4 | -15.4 | -0.1 | 0.4 | 12.9 | 3.3 | 1.7
O=C(O)CC/C(=C\c1ccc(N2CCOCC2)c([N+](=O)[O-])c1)c1nc2ccccc2s1 | -4.0 | -10.9 | 7.2 | -0.7 | 1.2 | -2.2 | 18.2 | 2.0 | 4.3

Part of the list above, reduced to M5 ag and M4 PAM.
| SMILES | M5 ag | M4 PAM |
| --- | --- | --- |
| O=c1[nH]c(CSc2nnc(-c3ccccc3)n2C2CCCCC2)nc2ccccc12 | -1.6 | 4.9 |
| Cc1nc2c(ccc3nc(NC(=O)c4ccc5c(c4)OCCO5)sc32)s1 | 4.0 | -1.0 |

Next part
SMILES | M5 antag | CHO-K1 Ca antag | M5 PAM | M4 antag | M1 ag parental | M5 ag | M1 PAM parental | M4 PAM | M4 ag
O=C(NCC1CCCO1)c1ccc2c(=O)n(-c3ccc(F)cc3)c(=S)[nH]c2c1 (centres undefined) | 7.1 | -10.8 | 6.0 | -12.1 | 0.5 | -5.9 | 10.2 | 4.1 | 1.3
CCCn1c(SCC(=O)N2CCc3ccccc3C2)nc2c1c(=O)n(C)c(=O)n2C | -0.7 | 14.6 | -3.0 | 1.0 | 0.7 | -2.2 | -7.8 | -3.8 | 2.2
CC1CCN(c2nc(NCc3ccco3)nc(N)c2[N+](=O)[O-])CC1 | 3.9 | -18.7 | 3.8 | 0.1 | 4.6 | -0.8 | 23.3 | 18.3 | -0.7
CC1CCCCC12NC(=O)N(CC(=O)Nc1sccc1C(N)=O)C2=O (centres undefined) | -2.0 | -7.4 | 5.7 | -10.2 | -0.3 | 1.9 | -4.2 | 6.0 | 0.4
Cc1ccc(C(=O)CSC2=C(C#N)C(c3ccco3)CC(=O)N2)c(C)c1 (centres undefined) | 3.2 | 1.3 | -12.9 | 13.9 | 15.7* | 47.2* | 16.3 | -13.7 | 29.1
COc1ccc(CNC(=O)COC(=O)c2ccc(C)c(S(=O)(=O)N3CCOCC3)c2)cc1OC | 6.4 | -16.2 | 2.8 | 0.4 | 3.6 | 5.0 | 10.6 | 1.1 | 7.2
NC(c1csc(Nc2cc(Oc3ccccc3)ncn2)n1)C1CCCCC1 (centres undefined) | 1.9 | -1.6 | 3.2 | 5.1 | 7.4 | 2.4 | 17.1 | -2.0 | 19.3
Cc1ccc(S(=O)(=O)N2CCOCC2)cc1C(=O)Nc1c(C)n(C)n(-c2ccccc2)c1=O | 11.0 | -1.8 | -6.1 | -4.9 | 0.2 | -0.2 | 14.0 | 2.0 | 0.3
O=C(NCCS(=O)(=O)NCCCc1ccccc1)c1ccccc1 | -4.0 | 3.8 | 1.1 | -6.2 | 0.8 | -5.0 | 16.7 | 0.5 | 1.4
Oc1ccccc1C1=NCCNC(C(F)(F)C(F)F)=C1 | 1.5 | 3.1 | -0.9 | 2.1 | 0.3 | -0.4 | -4.6 | -0.3 | 2.1
O=C(Nc1ccccc1N1CCOCC1)c1cc(=O)[nH]c2ccccc12 | -13.9 | -6.3 | 1.5 | -3.7 | 2.7 | 6.8 | 1.5 | -0.9 | 6.4
COc1cc(/C=N/N=C(N)N)ccc1OCc1ccccc1Cl | -2.1 | 6.6 | 1.8 | 0.4 | 14.0 | -4.8 | 21.6 | 1.3 | 0.2
Cc1cccc(C)c1N1CCN(c2nc(N(C)C)oc(=O)c2C#N)CC1 | 1.2 | 9.4 | -0.6 | 1.0 | 0.1 | 2.2 | -6.3 | 8.9 | -0.1
COC(=O)c1cn(CC(=O)NCc2cccs2)c2ccccc12 | -1.4 | -2.7 | 2.9 | -1.1 | 0.7 | -1.5 | 17.6 | -1.4 | 1.2
CN(C)CCCN(C(=O)CCSc1ccccc1)c1nc2cc3c(cc2s1)OCO3 | -0.7 | 0.0 | 8.6 | 8.0 | 3.0 | 4.7 | 9.8 | -7.5 | 13.1
Cc1ccc2nc(SCC(=O)c3ccccc3)nc(=O)n2c1 | -3.1 | 1.6 | 13.2 | -0.7 | 0.4 | -2.5 | 3.8 | 6.2 | 1.3
C=CCNC(=O)c1cc2nc(C3CC3)cc(C(F)F)n2n1 | -5.9 | -11.2 | 1.3 | -16.6 | -0.6 | -2.2 | 17.5 | 17.2 | 0.5
Cc1ccnn1CC(=O)N/N=C/c1ccc([N+](=O)[O-])s1 | -1.3 | -11.8 | 4.1 | 11.6 | 1.6 | -3.1 | 25.3 | 7.5 | 1.9
CC1CCN(S(=O)(=O)c2ccc(NC(=O)Cc3cccs3)cc2)CC1 | 4.7 | -18.4 | -8.9 | 13.1 | 7.3 | 2.9 | 4.2 | -1.0 | 14.0
Cc1c(NC(=O)/C(C#N)=C/c2c(Oc3ccccc3)nc3ccccn3c2=O)c(=O)n(-c2ccccc2)n1C | 2.1 | 1.8 | -5.7 | -5.1 | -0.1 | -5.8 | -3.4 | -1.0 | 0.4
Cc1cc(=O)oc2c(CN3CCN(CCO)CC3)c(O)ccc12 | -19.5 | -6.7 | 6.7 | -7.1 | -0.1 | 5.7 | 12.1 | 7.8 | 0.1
O=C1c2ccccc2C(O)N1Cc1ccc2c(c1)OCO2 (centres undefined) | 14.7 | 14.8 | -15.4 | 2.5 | 4.2 | 4.9 | -8.6 | -8.1 | 15.1
O=C(CSc1nncs1)Nc1cccc2ccccc12 | -18.5 | -10.1 | 12.3 | -3.0 | 5.8 | -1.9 | 18.0 | 1.6 | 0.4
COc1ccc(NC(=O)CSCC(=O)N2CCN(C(=O)c3ccco3)CC2)cc1 | 10.9 | -14.9 | 3.8 | 6.8 | 0.4 | -0.6 | 17.0 | 2.5 | 0.4
O=c1nc2c(O)cccn2c2c1c(=O)[nH]c1ccccc12 | 11.3 | -4.6 | -7.9 | 7.5 | 1.1 | 0.0 | -0.6 | 4.1 | 2.7
CC1CN(C(=O)COc2ccc3ccccc3c2Br)CC(C)O1 (centres undefined) | -6.6 | 8.1 | -6.0 | -4.2 | -0.2 | -2.1 | -10.1 | 4.8 | 3.3
Cc1nnc(SCC2=C(C(=O)O)N3C(=O)C(NC(=O)Cn4nc(C(F)F)c(Cl)c4C)C3SC2)s1 (centres undefined) | 3.8 | -21.4 | 5.5 | -16.2 | -0.1 | -1.9 | 16.8 | 0.5 | 0.8
O=C(Nc1ccc(F)cc1)Nc1ccccc1NS(=O)(=O)c1cccs1 | 25.5 | 15.6 | -19.2 | 0.4 | 13.0 | 10.8 | -8.9 | -12.0 | 14.1
CC1(C(=O)NC2CCCCCCC2)CCC(=O)N1CCN1CCOCC1 (centres undefined) | -4.4 | -26.6 | -0.7 | 2.7 | 0.5 | 1.6 | 15.4 | 1.1 | 0.9
CCN1C(=O)C(CC(=O)Nc2ccc(F)cc2)N(CCc2ccc(OC)cc2)C1=S (centres undefined) | 3.9 | 3.9 | 5.9 | 0.3 | 0.5 | 1.9 | -8.2 | 10.9 | 5.5
Cc1ccc(C(CC(=O)O)NC(=O)c2ccc(S(=O)(=O)N3CCCC3)cc2)cc1 (centres undefined) | 8.2 | -11.6 | -2.6 | -7.2 | 1.4 | 1.9 | -0.2 | 8.9 | 0.3
COc1ccc2c(c1OC)c(=O)n1c3ccc(OC(C)C(=O)NCCN4CCOCC4)cc3c3ccnc2c31 (centres undefined) | 10.0 | 12.0 | -6.7 | -7.7 | 1.3 | 2.6 | 1.9 | 3.9 | 6.9
Nc1ccccc1Sc1c[nH]c2ccccc12 | -1.9 | -21.9 | 5.2 | -16.2 | 1.2 | -3.2 | 11.9 | 10.7 | 2.9
COC(=O)[C@]1(Cc2ccccc2)N[C@H](CN(C)C(=O)COc2ccccc2)[C@@H]2C(=O)N(Cc3ccccc3)C(=O)[C@@H]21 | -2.3 | -1.3 | -0.1 | -3.7 | 0.2 | -1.3 | -1.0 | 1.1 | 2.5
Cc1ccc(S(=O)(=O)Nc2ccccc2CNc2ncc(Br)cc2Br)cc1 | 11.5 | -11.3 | -6.3 | -4.6 | 0.6 | -1.6 | 20.3 | 6.0 | 0.0
CCCCNC(=O)CSc1nc2cc3c(cc2c(=O)n1CCCN(CC)CC)OCO3 | -5.1 | 13.1 | 4.4 | -9.5 | -0.6 | -7.0 | 0.6 | -4.3 | 0.6
O=C(NNS(=O)(=O)Cc1ccccc1)c1ccc([N+](=O)[O-])cc1 | 0.4 | -9.9 | 8.0 | 4.8 | 0.2 | -3.1 | 15.6 | 10.5 | 0.4
CCc1cccc(OCCCCNCCCOC)c1 | -0.9 | -3.9 | 3.4 | 4.6 | 1.2 | -4.9 | 21.1 | -3.1 | 1.0

Bioassay records as filed in PubChem.
